# N370S GC = inhibits or activates N370S mutant glucocerebrosidase | Potency, µM (doses to about 59.4 µM), for inactives: top-dose activity change, negative = inhibition, usual class: inhibitors | P04062 | 0.092% of 330,000 active | N370S GC spleen homogenate, 4MU-glucoside fluorescence;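 further: 0% = full enzyme activity and -100% = no enzyme basal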
# DT40 TDP1 no CPT = qHTS for Inhibitors of human tyrosyl-DNA phosphodiesterase 1 (TDP1): qHTS in cells in absence of CPT; Potency, µM (top dose mostly 46.2 µM), for the others: at the top dose activity change, negative = growth inhibition, actives largely listed as inhibitors; DT40 Tdp1-/- hTDP1 cells, no CPT, ATP luminescence, 48 h; 15% of 420,000 active; further: nearly all actives have a fitted effect of over 55% in size
#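 DT40 Tdp1-/-;hTDP1 cells, no CPT (DMSO vehicle only), 400 cells/well; compounds pin-transferred; ≥48 hr, 37 °C; CellTiter-Glo 30 min RT dark, luminescence read.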
# TDP1 block = blocks human tyrosyl-DNA phosphodiesterase 1; Q9NUW8; recombinant TDP1, AlphaScreen DNA substrate cleavage; Potency, µM (highest dose often 130 µM), for the others: top-dose activity change, negative = inhibition, hits mostly inhibitors; 0.28% of 350,000 active; AID 485290; further: nearly all actives have a fitted effect of over 40% in size
# Target sequence (Q9NUW8 whole entry, looked up): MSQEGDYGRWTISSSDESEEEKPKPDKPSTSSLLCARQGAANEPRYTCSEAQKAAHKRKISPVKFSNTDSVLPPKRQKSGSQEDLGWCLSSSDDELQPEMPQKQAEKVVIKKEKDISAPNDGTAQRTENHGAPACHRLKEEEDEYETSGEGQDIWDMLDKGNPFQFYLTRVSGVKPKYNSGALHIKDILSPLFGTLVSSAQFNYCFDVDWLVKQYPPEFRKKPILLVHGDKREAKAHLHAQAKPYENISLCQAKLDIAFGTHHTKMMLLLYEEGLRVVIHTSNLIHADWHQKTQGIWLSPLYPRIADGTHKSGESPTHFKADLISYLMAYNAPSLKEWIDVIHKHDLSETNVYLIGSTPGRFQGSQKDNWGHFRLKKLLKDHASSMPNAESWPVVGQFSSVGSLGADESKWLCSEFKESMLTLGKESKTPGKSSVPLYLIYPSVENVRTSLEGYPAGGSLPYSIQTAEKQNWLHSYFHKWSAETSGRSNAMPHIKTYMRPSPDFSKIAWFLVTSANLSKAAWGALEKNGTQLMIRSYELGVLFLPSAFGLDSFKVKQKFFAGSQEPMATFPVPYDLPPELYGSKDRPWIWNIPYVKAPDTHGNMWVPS
#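 AlphaScreen read-out: signal falls as enzyme removes the 3' tyrosine-FITC from a 5'-biotinylated DNA oligo (15 nM, 5 min, RT). Enzyme was E. coli-made recombinant Tdp1 at 1 nM, exposed to compound for 15 min beforehand; beads 10 ug/ml, 10 min.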
# Starred values were filed as active, the others as inactive; ? = inconclusive; . = not tested or not shown; [ ] = another dose, or the depositor's remark. The call rests on the fitted dose curve; in most records, active means well fitted curve in the direction sought with a large enough effect; inconclusive means small, poorly fitted or top-dose-only effect, or another doubt; inactive means no such curve, though single readings can be large; an effect the other way counts as inactive or inconclusive. Unless noted, on the % scale 0 is the no-effect control and ±100 the full control effect; potency means the concentration at half of the fitted maximal effect. The list is partial; rates above refer to the full screens.
cpd	canonical_smiles	DT40 TDP1 no CPT	TDP1 block	N370S GC
1	CCCNCc1cc(OC)c(OCCC)cc1Cl	-6%	-2%	9%
2	COc1ccc(/C=C/C(=O)O)cc1S(=O)(=O)Nc1ccc2c(c1)OCO2	23%	.	-1%
3	Cc1cc(C)c(OCCCCn2cnc3ccccc3c2=O)c(C)c1	?	2%	9%
4	CNC(=O)NC(=O)C(C)OC(=O)CCCc1nc2ccccc2s1 (stereo not given)	-24%	5%	5%
5	C/C(Cc1ccccc1)=N\NC(=O)CNC(=O)c1ccc(F)cc1	4%	0%	-2%
6	O=C(NCc1ccc2c(c1)OCO2)c1ccc2c(c1)N(Cc1cccc(Cl)c1)C(=O)c1ccccc1S2	-15%	5%	.
7	O=C(NCc1ccc(Cl)cc1)c1ccccc1CCc1ccccc1	-30%	-2%	-9%
8	C=CCn1c(-c2ccc3ncccc3c2)n[nH]c1=S	?	.	1%
9	Cc1noc(C)c1C(=O)N1CC(C)OC(C)C1 (stereo not given)	-24%	2%	8%
10	COc1ccc(C(=O)NCCc2ccc(F)cc2)cc1OC	-19%	-2%	13%
11	COc1ccc(C(=O)Nc2cccc(-c3csc(C)n3)c2)cc1S(=O)(=O)N1CCCC1	?	2%	.
12	CCOc1ccc(C(=O)c2cc([N+](=O)[O-])ccc2N2CCOCC2)cc1	0.16µM*	8%	4%
13	CCc1ccc(NC(=O)c2ccc3c(O)c(S(=O)(=O)c4ccc(Cl)cc4)c(=O)[nH]c3c2)cc1	14%	0%	.
14	COc1ccc2c(c1)C(=C(C#N)C#N)C(=O)N2CCc1ccccc1	15µM*	11%	-9%
15	CCC(C)(C)NC(=O)CN(Cc1cccs1)C(=O)CNS(=O)(=O)c1ccc(F)cc1	-1%	0%	-14%
16	COc1ccccc1S(=O)(=O)Cc1ccc(C(=O)NCC2CCCO2)o1 (stereo not given)	13%	3%	-1%
17	CN(C)S(=O)(=O)c1ccc2c(c1)nc(CCC(=O)Nc1ccc3c(c1)OCO3)n2C	-6%	3%	3%
18	CO/N=C/c1ccc(N2CCN(C(=O)c3ccc(F)cc3)CC2)c([N+](=O)[O-])c1	15µM*	9%	-8%
19	CCOc1ccc(NC(=O)CSc2nnc(-c3ccc(OCC)cc3)o2)cc1	4%	9%	.
20	CCCOc1cccc(C2c3c(oc4ccc(F)cc4c3=O)C(=O)N2CCc2ccc(OC)cc2)c1 (stereo not given)	?	-1%	.
21	Cc1ccn2c(Nc3ccc(F)cc3)c(-c3ccc(C)o3)nc2c1	?	3%	.
22	Cc1cc2oc3c(c(=O)c2cc1C)C(c1ccc(F)cc1)N(CCCN1CCOCC1)C3=O (stereo not given)	-25%	-3%	-3%
23	Cc1cccc(N2CCN(C(=O)C3CCN(S(=O)(=O)c4cccc5nsnc45)CC3)CC2C)c1 (stereo not given)	21µM*	3%	-7%
24	CCCOC(=O)C1=C(C)NC2=C(C(=O)CC(C)(C)C2)C1c1ccc(N(C)C)cc1 (stereo not given)	-25%	2%	9%
25	Cc1ccc(C(C)C)c(OCCN2C(=O)NC(C)(C)C2=O)c1	-26%	2%	-1%
26	Cc1ccccc1OCCc1c(C)[nH]c(=S)[nH]c1=O	0.82µM*	5%	0%
27	O=C(Cc1cccs1)Nc1ccccc1NC(=O)Cc1cccs1	-14%	2%	1%
28	CON(C)C(=O)CC(CNC(=O)OC(C)(C)C)c1ccc(Cl)cc1 (stereo not given)	15µM*	1%	.
29	O=C(CN1CCN(c2ccccn2)CC1)NCCc1ccccc1	-6%	0%	4%
30	CCN(C[C@H]1N[C@@](C)(C(=O)OC)[C@H]2C(=O)N(Cc3ccccc3)C(=O)[C@@H]12)C(=O)Nc1ccc(Cl)cc1	?	0%	.
31	COc1ccc(C(=O)C2CCCN(C(=O)c3ccc(C(C)=O)s3)C2)c(C)c1 (stereo not given)	-21%	.	4%
32	COc1ccc(C(=O)N2CCC(n3nccc3NC(=O)C3CC3)CC2)c(OC)c1OC	8%	1%	-3%
33	O=C(Nc1ccc(N2CCOCC2)cc1)C1(c2ccc(Cl)cc2)CCC1	?	2%	0%
34	CCc1nnc(NC(=O)CSc2nnc(CSc3nc(C)cc(C)n3)o2)s1	-6%	-12%	4%
35	Cn1c(SCC(=O)N2CCOCC2)nnc1-c1ccncc1	-1%	-18%	-2%
36	O=C(NCc1ccc2c(c1)OCO2)Nc1cccc2ccccc12	-11%	.	-1%
37	CC(=O)CSc1nc(N(C)C)nc(N(C)C)n1	-2%	-3%	26%
38	Cc1cc(C(=O)NN=C2CC(=O)CC(C)(C)C2)c(C)o1	4%	4%	.
39	COc1cc(NS(=O)(=O)c2ccc(Nc3nc(-c4cccc([N+](=O)[O-])c4)cs3)cc2)nc(OC)n1	-3%	9%	-6%
40	COc1ccc(-n2cnnc2SCC(=O)Nc2nc(C)c(Cl)cc2Cl)cc1	?	2%	-3%
41	CC(=O)Nc1cccc(Cl)c1C(=O)O	4%	2%	-25%
42	COc1ccc(-c2nnc(SCC(=O)N3CCN(c4ccccc4)CC3)o2)cc1OC	0%	3%	?
43	Cc1ccccc1CNC(=O)Cc1cccs1	0%	3%	8%
44	CCN(CC)C(=O)CSc1nc(-c2cccs2)cc(-c2cccs2)c1C#N	?	-5%	1%
45	CCOc1ccc(C2c3[nH]c4ccccc4c3CCN2CCCn2cccn2)cc1 (stereo not given)	?	.	-1%
46	COc1ccc(CN2CCNC(=O)C2CC(=O)O)c(OC)c1 (stereo not given)	-14%	9%	4%
47	COc1ccc(/C=N/Nc2cc(C)nc(N3CCOCC3)n2)cc1	?	0%	5%
48	CC(C)CN(C(=O)COC(=O)c1ccccc1Sc1ccccc1C#N)C1CCS(=O)(=O)C1 (stereo not given)	-16%	-2%	1%
49	Cc1nc2ccc(S(=O)(=O)Nc3cc(-c4nc5cccnc5s4)ccc3C)cc2s1	21µM*	-1%	5%
50	O=C(OCC(=O)N1CCc2ccccc2C1)c1cccnc1Cl	3%	1%	-3%

# Further records
cpd	canonical_smiles	DT40 TDP1 no CPT	TDP1 block	N370S GC
51	COc1ccc(S(=O)(=O)N2CCN(C(=O)Cc3cccs3)CC2)cc1	-23%	3%	6%
52	O=C(/C=C/Nc1ccc(F)cc1)c1ccc(Oc2ncccn2)cc1	-9%	0%	1%
53	O=c1oc2ccccc2c2c1C(c1ccc(Cl)cc1)Nc1ccc3ccccc3c1-2 (stereo not given)	?	-1%	.
54	O=C(COC(=O)c1ccco1)Nc1ccc([N+](=O)[O-])cc1Cl	-17%	1%	.
55	Cc1ccccc1/C=N/Nc1ncnc2nc[nH]c12	-9%	.	3%
56	O=C(CN1CCN(C(c2ccccc2)c2ccccc2)CC1)NC(=O)NCc1ccco1	?	5%	-5%
57	CC(=O)SC(C)CC(=O)Nc1ccccc1 (stereo not given)	3%	4%	6%
58	Cc1c(CNC2CCC(C)CC2)c(C(=O)O)c(C)n1Cc1ccccc1 (stereo not given)	-21%	2%	8%
59	CCN(CC1CCCO1)C(=O)CCc1nnc(Cc2ccc3c(c2)OCO3)o1 (stereo not given)	-12%	3%	0%
60	COc1ccccc1C(=O)NCC(=O)NCCCN1CCOCC1	-1%	0%	.
61	CCCNc1c(NS(=O)(=O)c2ccc(C3CCCCC3)cc2)c(=O)oc2ccccc12	-21%	0%	1%
62	C=CCN1C(=O)c2oc3ccccc3c(=O)c2C1c1ccc(O)c(OC)c1 (stereo not given)	?	8%	-4%
63	CCC(Sc1nc2ccccc2c(=O)n1CC1CCCO1)C(=O)NCc1cccnc1 (stereo not given)	-6%	2%	3%
64	O=C(c1cnccn1)N1CCC2(CCCN(C(c3ccccc3)c3ccccc3)C2)CC1	?	.	-2%
65	C=CCc1cc(C)ccc1OCCOCCN1CCN(C)CC1	?	1%	-4%
66	O=C(Nc1c2c(nn1-c1ccc(Cl)cc1)CS(=O)(=O)C2)C1CC1	0%	4%	-6%
67	O=c1cccc2c1c1cc[nH]c3ccc(=O)n2c31	18µM*	.	-11%
68	O=C(c1ccco1)N1CCC2(CCCN(C(c3ccccc3)c3ccccc3)C2)CC1	?	.	10%
69	CNCc1cn2cc(Cl)ccc2n1	?	1%	10%
70	COCCN1CCN(C(=O)c2cc(COc3ccc(Cl)cc3OC)on2)CC1	-9%	6%	-2%
71	Cc1ccc(Cn2ccnc2SCC(=O)Nc2nc3ccccc3s2)cc1	-14%	13%	.
72	CCOC(=O)C1=C(CN2CCN(c3cccc(Cl)c3)CC2)NC(=O)NC1c1ccc(Cl)cc1 (stereo not given)	21µM*	2%	.
73	Cc1ccc(Cl)cc1Nc1nn2c(=O)c3ccc(C(=O)NCc4ccc(F)cc4)cc3nc2s1	4.6µM*	3%	.
74	Cc1ccccc1-n1c(=O)cc(N2CC(C)OC(C)C2)[nH]c1=O (stereo not given)	-10%	-9%	5%
75	Cc1ccccc1C(=O)Nc1ccc2nc3n(c(=O)c2c1)CCCC3	-18%	.	-16%

# One compound at a time, as listed above.
# Listed for COc1ccccc1C(=O)NCC(=O)NCCCN1CCOCC1 : DT40 TDP1 no CPT = -1%; TDP1 block = 0%; N370S GC = .
# Listed for C=CCN1C(=O)c2oc3ccccc3c(=O)c2C1c1ccc(O)c(OC)c1 (stereo not given) : DT40 TDP1 no CPT = ?; TDP1 block = 8%; N370S GC = -4%

# Arranged by heavy-atom count (highest first): 6 of the compounds above.
cpd	canonical_smiles	DT40 TDP1 no CPT	TDP1 block	N370S GC
73	Cc1ccc(Cl)cc1Nc1nn2c(=O)c3ccc(C(=O)NCc4ccc(F)cc4)cc3nc2s1	4.6µM*	3%	.
56	O=C(CN1CCN(C(c2ccccc2)c2ccccc2)CC1)NC(=O)NCc1ccco1	?	5%	-5%
68	O=C(c1ccco1)N1CCC2(CCCN(C(c3ccccc3)c3ccccc3)C2)CC1	?	.	10%
58	Cc1c(CNC2CCC(C)CC2)c(C(=O)O)c(C)n1Cc1ccccc1 (stereo not given)	-21%	2%	8%
60	COc1ccccc1C(=O)NCC(=O)NCCCN1CCOCC1	-1%	0%	.
74	Cc1ccccc1-n1c(=O)cc(N2CC(C)OC(C)C2)[nH]c1=O (stereo not given)	-10%	-9%	5%

# (list continues)
cpd	canonical_smiles	DT40 TDP1 no CPT	TDP1 block	N370S GC
76	Cc1ccc(C2=NCCNC2=O)c(C)c1	-10%	4%	-1%
77	COCCn1c(SCC(=O)Nc2sccc2C(N)=O)nc2cc(Cl)ccc2c1=O	?	3%	-19%
78	CCc1ccc(NC(=O)c2cc(C(C)=O)n3ccccc23)cc1	?	0%	.
79	CCOc1ccc(OCc2ccc(C(=O)N(C)c3ccccc3)o2)cc1	15µM*	.	-12%
80	COc1ccc2ccc(OC)c(/C=N/n3cnnc3)c2c1	?	.	-17%
81	COc1ccccc1-c1coc2c(CN3CCCC(C)C3)c(O)ccc2c1=O (stereo not given)	3%	.	?
82	COc1cccc(C(=O)NCCNC(=O)c2ccco2)c1	-6%	.	1%
83	O=C(NCCO)c1ccc(-c2nnc(N3CCOCC3)c3ccccc23)cc1	-5%	-2%	2%
84	COc1cccc(C2(C)NC(=O)N(CC(=O)c3cc(C)n(C4CC4)c3C)C2=O)c1 (stereo not given)	-20%	2%[56.1 µM]	.
85	C#CCn1ccc(O)c(Cc2c(F)cccc2Cl)c1=O	-16%	2%	25%
86	CC(C)(C)NC(=O)NC(=O)Cn1cc(C(F)(F)F)ccc1=O	-5%	5%	-13%
87	CCN(CC)C(=O)[C@H]1CC(CC(=O)NCCCn2ccnc2)C(=O)N2CCc3c([nH]c4ccccc34)[C@]12C (stereo not given in full)	-14%	0%	.
88	CN(C)C(=O)c1cn(-c2ccccc2)nc1-c1cc2ccccc2o1	-28%	-3%	9%
89	CCN(CC)Cc1c(O)ccc2c(=O)c(Oc3ccccc3OC)coc12	-2%	2%	8%
90	Cc1ccc(OCC(=O)Nc2ccccc2N2CCCC2)c(C)c1	29µM*	2%	-20%
91	COC(=O)c1sc(S(=O)(=O)Nc2ccc3cn[nH]c3c2)c(C(=O)OC)c1C	-1%	7%	7%
92	CC(NC(=O)CN1C(=O)NC2(CCc3ccccc32)C1=O)c1ccc2c(c1)OCCO2 (stereo not given)	5%	1%	.
93	O=C(Cc1ccccc1)Nc1ccccc1N1CCCC1	?	5%	9%
94	Cc1ccc(N/N=C2\CS(=O)(=O)N(C)c3ccsc32)cc1	?	6%	9%
95	C=CCc1cc(S(=O)(=O)c2ccc(O)c(CC=C)c2)ccc1O	?	3%	2%
96	COc1cccc(/C=N/NC(=O)CNC(=O)c2cccnc2)c1O	7.3µM*	.	1%
97	COc1ccc(C)cc1NC(=O)CN1CCN(S(=O)(=O)c2ccc(F)cc2)CC1	?	2%	5%
98	COc1cc(/C=C2\S/C(=N/S(=O)(=O)c3ccc(C)cc3)NC2=O)c([N+](=O)[O-])cc1OC	-3%	3%	19%
99	COc1cc(OC)cc(C(=O)NC(=S)NCCc2ccccc2)c1	?	2%	?
100	CCCN1CCC(NC(=O)Cc2ccccc2C)CC1	10%	1%	-12%
101	Cc1cccc(-c2nc3ccc(C(=O)NCCN4CCN(C)CC4)cc3nc2-c2cccc(C)c2)c1	?	10%	15%

# From PubChem
